High-throughput results deposited in PubChem by National Center for Advancing Translational Sciences (NCATS).
PTHR1 ag – PTHR1 (human) receptor agonism; actives 0.075% (n = 410,000); Potency, µM (series often up to 115 µM), without a hit: at the highest dose activation, most hits filed as activators; AID 743266; HEK293 GP2 PTHR1 cells, GloSensor cAMP luminescence, 1 h; Q03431; further: potency means the concentration at half of the fitted maximal effect; nearly all actives have a fitted effect of over 55% in size; some results filed as inactive show a strong effect at the top dose; inactives centre near -15; many of its hits are not listed in these tables
Target sequence (Q03431 whole entry, looked up): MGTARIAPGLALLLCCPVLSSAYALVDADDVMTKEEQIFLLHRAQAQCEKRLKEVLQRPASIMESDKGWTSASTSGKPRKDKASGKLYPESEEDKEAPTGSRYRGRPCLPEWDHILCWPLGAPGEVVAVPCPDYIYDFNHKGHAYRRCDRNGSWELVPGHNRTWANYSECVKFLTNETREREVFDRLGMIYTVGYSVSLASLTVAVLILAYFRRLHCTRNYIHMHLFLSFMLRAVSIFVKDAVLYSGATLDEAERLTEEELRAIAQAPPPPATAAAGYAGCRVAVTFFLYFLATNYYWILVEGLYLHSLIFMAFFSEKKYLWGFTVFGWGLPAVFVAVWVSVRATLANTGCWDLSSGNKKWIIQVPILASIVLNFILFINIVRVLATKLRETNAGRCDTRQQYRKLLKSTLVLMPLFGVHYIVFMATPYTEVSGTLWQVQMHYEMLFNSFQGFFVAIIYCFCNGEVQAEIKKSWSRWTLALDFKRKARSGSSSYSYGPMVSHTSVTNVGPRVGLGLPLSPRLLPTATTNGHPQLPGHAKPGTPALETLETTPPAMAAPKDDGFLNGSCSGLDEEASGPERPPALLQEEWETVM
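HEK-293-derived GP2 cells expressing PTHR1 and a GloSensor cAMP reporter, 3,000/well, plated overnight, given luciferin plus IBMX (each 0.5 mM as added) for 1 h at 37 °C, then compound for 1 h at 37 °C. Luminescence was read after 15 min at room temperature.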
EPAC2 agonist – activates human EPAC2 exchange factor. EPAC2 activation, biochemical qHTS; response scale: 100% = 6.5 mM cAMP response. Potency, µM (highest dose often 154 µM), without a hit: top-dose activation, hits mostly activators. actives 0.079% (n = 360,000). AID 720711; further: potency means the concentration at half of the fitted maximal effect; nearly all actives have a fitted effect of over 50% in size
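Each well held 100 nM EPAC2, 250 nM RAP1B-BODIPY-GDP and 50 uM GDP. Fluorescence, read at 5-min intervals to 30 min, was referenced to a 6.5 mM cAMP positive control.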
DRD3 agonist – D3 dopamine receptor (human) agonism; P35462; D3R DiscoveRx beta-arrestin cells, luminescence, 90 min; max activation, %; actives 0.58% (n = 410,000); AID 652048; in the data active means max activation above about 30%; further: 0% is about no effect; mostly tested at two doses, the higher about 12 µM
Target sequence (P35462 whole entry, looked up): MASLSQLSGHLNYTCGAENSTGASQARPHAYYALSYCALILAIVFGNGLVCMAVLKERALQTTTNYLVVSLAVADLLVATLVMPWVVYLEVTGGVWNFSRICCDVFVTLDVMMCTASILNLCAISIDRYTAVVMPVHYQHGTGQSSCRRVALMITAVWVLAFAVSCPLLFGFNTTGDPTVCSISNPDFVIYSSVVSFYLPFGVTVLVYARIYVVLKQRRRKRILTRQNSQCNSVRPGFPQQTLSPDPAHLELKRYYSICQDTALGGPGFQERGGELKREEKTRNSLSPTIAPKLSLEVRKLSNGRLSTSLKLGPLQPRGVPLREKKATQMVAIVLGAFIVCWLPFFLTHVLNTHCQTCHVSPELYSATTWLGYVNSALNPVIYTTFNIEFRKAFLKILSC
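Agonist mode: compounds and dopamine controls were applied to plated cells for 90 min at 37 degrees C after an overnight attachment at 1500 cells/well. Luminescent read-out followed 30 - 60 minutes at room temperature with DiscoveRx detection reagent.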
Akt phos inh – blocks phosphorylation of Akt; actives 0.32% (n = 360,000); Neuro2A IGF-stimulated pAkt S473 HTRF, 20 min; stronger effect = lower value; activity change, % for hits at 50 µM; in the data active means activity change below about -80%; inconclusive means mostly about -51% to -80%; further: on the % scale 0 is the no-effect control and ±100 the full control effect
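Neuro2A cells (4,500/well, DMEM with 0.5% FBS) were treated with compound at a single 50 µM final concentration, stimulated with 6 nM IGF for 20 min at 37 °C, and lysed. Phospho-Akt Ser473 was read by HTRF as 665/615 ratio ×10^4.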
CCT modulator – modulators of cytosolic chaperonin (CCT/TRiC) activity | purified chaperonin ATPase assay, HTRF ADP detection, 30 min | activity change, % (test concentration not listed), hits read low | actives 0.3% (n = 360,000); in the data active means activity change below about -30%; further: on the % scale 0 is the no-effect control and ±100 the full control effect
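Nucleotide hydrolysis assay: TRiC at 20–40 nM final (set by batch activity) with 10 uM ATP, 30 min at 37 °C, in presence of 76 uM compound. Detection by competitive ADP HTRF, 30 min ambient.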
EPAC2 antagonist – EPAC2 (human) antagonism. AID 720708. Q8WZA2. EPAC2 GEF exchange of Rap1B-BODIPY-GDP, fluorescence. actives 0.18% (n = 360,000). Potency, µM (doses to about 114 µM), inactives show top-dose activity, negative = inhibition, actives largely listed as inhibitors; further: potency means the concentration at half of the fitted maximal effect; on the % scale 0 is the no-effect control and ±100 the full control effect; nearly all actives have a fitted effect of over 45% in size; many of its hits are not listed in these tables
Mm-Cpn inhibitor – blocks the Methanococcus maripaludis chaperonin Mm-Cpn; purified Mm-Cpn ATPase, ADP Transcreener TR-FRET; Potency, µM (series often up to 76.9 µM), inactives show at the top dose activity, negative = inhibition, actives largely listed as inhibitors; actives 0.031% (n = 330,000); further: potency means the concentration at half of the fitted maximal effect; on the % scale 0 is the no-effect control and ±100 the full control effect; nearly all actives have a fitted effect of over 80% in size
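Compound-treated chaperonin, 25 nM final, turns over 10 uM ATP at 37°C for 30 min following a 10 min preincubation; ADP generated competes with ADP-d2 for Eu-cryptate antibody, lowering FRET.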
DRD3 antagonist – D3 dopamine receptor (human) antagonism; P35462; D3R cells, DiscoveRx beta-arrestin luminescence, antagonist mode; stronger effect = lower value; max response, negative = inhibition, %; actives 2.5% (n = 360,000); AID 652054; in the data active means max response below about -50%; inconclusive means no clear call, values can overlap the other calls; further: on the % scale 0 is the no-effect control and ±100 the full control effect; mostly tested at two doses, the higher about 12 µM
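Cells plated overnight at 1500 cells/well, then exposed to library compounds with dopamine controls for 90 minutes at 37 degrees C. DiscoveRx reagent added for 30–60 minutes at room temperature; luminescence read, quantitative HTS format.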
* hit, by the source's call; i = inactive; u = inconclusive; x = no result given; & = joins results of further samples; [ ] = remark or other dose. Unless noted, the call rests on the fitted dose curve; in most records, active means well fitted curve in the direction sought with a large enough effect; inconclusive means small, poorly fitted or top-dose-only effect, or another doubt; inactive means no such curve, though single readings can be large; an effect the other way counts as inactive or inconclusive. The list is partial; count on the stated rates, not on these rows.

The first 2 entries (preview)
Under each structure – PTHR1 ag | EPAC2 agonist | DRD3 agonist | Akt phos inh | CCT modulator | EPAC2 antagonist | Mm-Cpn inhibitor | DRD3 antagonist
1	CCOc1cc(/C=C/C(=O)OCC(=O)NCCN2C(=O)CSC2=O)ccc1OCC(C)C
 : -16% | -15% | 4 | i | -3.7 | 1% | 1% | 28
2	O=C(Nc1cccc([N+](=O)[O-])c1)c1ccc2nc(N3C(=O)CCC3=O)sc2c1
 : i | 4% | 4 | x | 0.2 | -2% | -3% | u

The list itself, from the first entry:
Under each structure – PTHR1 ag | EPAC2 agonist | DRD3 agonist | Akt phos inh | CCT modulator | EPAC2 antagonist | Mm-Cpn inhibitor | DRD3 antagonist
1	CCOc1cc(/C=C/C(=O)OCC(=O)NCCN2C(=O)CSC2=O)ccc1OCC(C)C
 : -16% | -15% | 4 | i | -3.7 | 1% | 1% | 28
2	O=C(Nc1cccc([N+](=O)[O-])c1)c1ccc2nc(N3C(=O)CCC3=O)sc2c1
 : i | 4% | 4 | x | 0.2 | -2% | -3% | u
3	N#Cc1ccc(-c2csc(NC(=O)c3ccc(N4C(=O)CCC4=O)cc3)n2)cc1
 : -23% | -9% | 8 | i | -0.6 | -3% | 32µM* | 1
4	O=C(CN1CCN(c2ccc(F)cc2)CC1)NCc1ccc(F)cc1
 : -18% | 5% | 2 | i | -2.1 | 2% | -3% | 5
5	CN1CC(=O)N(CC(=O)Nc2cc(Cl)cc(Cl)c2)C1=O
 : -18% | 18% | -2 | i | -5.2 | -6% | 0% | -13
6	CCC(C)NC(=O)C1(O)c2ccccc2NC(=O)N1c1ccc(C)c(C)c1 (stereo not drawn)
 : i | -4% | 3 | i | -2.3 | 5% | -1% | 19
7	CC(=O)N1CCCC1C(=O)O (stereo not drawn)
 : 16% | 2% | 17 | i | 0.7 | 1% | x | -1
8	CCc1ccccc1NC(=S)NC1CC2CCC(C1)N2Cc1ccco1 (stereo not drawn)
 : i | 11% | -27 | i | -0.4 | -1% | 1% | -53*
9	O=C(Cn1cc(COc2c(Br)cc(F)cc2Br)nn1)c1ccc(O)cc1
 : -7% | 14% | 3 | i | -0.9 | -17% | x | -10
10	COc1ccccc1-c1cccc(-c2nc(C(=O)N3CCCCC3)cc3c2[C@H](CCO)N(S(=O)C(C)(C)C)C3)c1 (stereo partly drawn)
 : -6% | 5% | 1 | i | 0.4 | 5% | x | 62
11	CN(Cc1nccn1C)C(=O)CC1C(=O)NCCN1Cc1ccc(F)cc1Cl (stereo not drawn)
 : -20% | 0% | 2 | i | 0.2 | 2% | 1% | 0
12	N#CC1=C(N)SC(N)=C(C#N)C1CCc1ccccc1
 : -81%[inhibitor][57.5 µM] | 9% | 8 | i | -0.7 | 13% | -14% | -7
13	OC[C@@H](O)[C@H](O)C(/C=N/Nc1ccccc1)=N\Nc1ccccc1
 : i | 12% | 1 | i | -1.6 | -4% | -4% | 4
14	c1ccc(-c2nnc(CSc3nnc(-c4cccs4)o3)o2)cc1
 : i | 13% | -4 | i | 0.0 | -2% | -2% | -16
15	C=CCOc1c2ccc(C(=O)NCc3ccc(C)cc3)cc2nn1C
 : i | 1% | 18 | i | -0.3 | 6% | -1% | 0
16	COc1cc2cc(CCCOC(=O)c3ccc(Br)cc3)oc(=O)c2cc1OC
 : -23% | 11% | 5 | i | -3.2 | -1% | -3% | -9
17	Cc1ccccc1CN1CCc2c(OCC(=O)N3CCCCC3)cccc2C1=O
 : -34%[inhibitor] | 6% | 9 | i | 2.2 | -9% | -4% | 0
18	COc1ccc(C(=O)Nc2ccnn2C2CCN(C(C)CSC)CC2)cc1 (stereo not drawn)
 : i | 3% | 1 | i | 1.8 | -1% | 1% | -6
19	Cc1ccc(-c2nnn(CC(=O)N(Cc3ccco3)C(C(=O)NC3CCCC3)c3cccs3)n2)o1 (stereo not drawn)
 : i | 5% | -3 | i | -0.6 | -3% | -2% | 5
20	O=C(O)CCn1cc(C2CC(c3ccccc3)=NN2c2ccccc2)c(-c2ccccc2)n1 (stereo not drawn)
 : -15% | -1% | 4 | i | -2.5 | 9% | -3% | u
21	O=C(NCc1nnc(SCC(=O)N2CCCc3ccccc32)o1)c1ccccc1F
 : 21% | 5% | 2 | i | 1.4 | -3% | -7% | 0
22	Cc1nn(Cc2ccc(C(=O)N3N=C(C(F)F)CC3(O)C(F)F)o2)c(C)c1[N+](=O)[O-] (stereo not drawn)
 : -21% | -3% | 2 | i | 0.9 | 1% | 0% | -9
23	Cc1ccc2cc(CCNC(=O)C(C)C)c(=O)[nH]c2c1
 : i | 7% | 1 | i | -0.3 | -11% | -2% | 3
24	N#CC(C#N)=CNc1cccnc1
 : -2% | 9% | 0 | i | -0.3 | 3% | -3% | 13
25	Cc1ccc(NC(=O)/C=N/OCC(=O)NCc2ccccc2Cl)cc1
 : -1% | -2% | -10 | i | 0.5 | 7% | 0% | 20
26	N/C(COc1ccccc1)=N\NS(=O)(=O)c1ccccc1
 : -13%[57.5 µM] | 0% | -1 | i | -0.3 | -1% | -10% | 10
27	Cc1ccccc1CNC(=O)Cn1ccc2cc(S(=O)(=O)N3CCCCCC3)ccc21
 : -7% | -3% | -7 | i | 0.9 | -8% | 1% | 19
28	COc1ccc(OC)c(CNC(=O)C2CCN(S(C)(=O)=O)CC2)c1
 : i | 4% | 7 | i | 1.2 | 2% | 0% | 0
29	CN1CCN(C(=O)C2=C[C@@H](c3ccc(Br)cc3)C[C@@H](OCc3ccc(CO)cc3)O2)CC1
 : -9% | 5% | -1 | i | -2.5 | 13% | x | -20
30	O=C(CSc1nc2[nH]c(=O)cc(O)c2s1)Nc1cccc(Br)c1
 : -15% | 1% | -3 | i | 1.7 | 7% | -29% | -11
31	Cc1cc(C)n(C(CC(=O)O)C(=O)O)n1 (stereo not drawn)
 : i | -1% | -2 | i | -1.5 | -1% | -1% | 18
32	COc1cc(NC(=O)COC(=O)CC(NC(C)=O)c2ccccc2)cc(OC)c1 (stereo not drawn)
 : i | -4% | -1 | i | -1.7 | 10% | -6% | 1
33	O=C(CNC(=O)c1ccccc1F)Nc1ccc2c(c1)OCO2
 : -44%[inhibitor] | -4% | -4 | i | -0.3 | 4% | -1% | 0
34	Cc1nn(Cc2ccc(F)cc2)c(C)c1NC(=O)c1noc2c1CCc1ccccc1-2
 : -35%&-94% | 18% | -5&19 | i | -4.0 | -11% | -4% | 65
35	CCOc1ccc(-c2[nH]nc3c2C(c2ccc4c(c2)OCO4)C(C#N)=C(N)O3)cc1OC (stereo not drawn)
 : -18% | 14% | -6 | i | 0.6 | 4% | 0% | -14
36	CCN1C(=O)[C@@H]2[C@@H](c3ccc(-c4ccc(F)cc4)cc3)N3CCCC[C@@]3(C(=O)OC)[C@@H]2C1=O
 : i | 4% | -18 | i | -2.3 | -6% | u | 7
37	CCOC(=O)C1=C(c2ccccc2)Nc2ncnn2C1c1ccccn1 (stereo not drawn)
 : i | 4% | -2 | i | -6.6 | -2% | 0% | 2
38	CCOC(=O)c1ccc(-n2c(N)c(C(=O)NCc3ccco3)sc2=S)cc1
 : -15%[57.5 µM] | 12% | -21 | i | 1.4 | -7% | 0% | 16
39	Cc1cc(C(F)F)n2nc(C(=O)Nc3cccc(S(=O)(=O)N4CCOCC4)c3)nc2n1
 : i | -1% | 0 | i | 0.2 | -4% | 3% | -8
40	COc1ccc(C(C)C)cc1S(=O)(=O)NC1CCCC1
 : i | -4% | -5 | i | -2.2 | -14% | 1% | -13
41	COc1cc2cncc(Cc3ccccc3)c2cc1O
 : -36%[inhibitor] | 9% | 3 | i | 0.0 | 19% | x | 1
42	COc1cc(C(=O)NCCc2ncccc2C)ccc1OC1CCN(C(C)=O)CC1
 : i | 4% | 1 | i | -1.2 | 10% | 0% | 3
43	CCN(CC)CCNC(C(=O)Nc1ccc([N+](=O)[O-])cc1Br)c1ccccc1 (stereo not drawn)
 : i | 6% | 3 | i | -1.5 | 5% | 0% | -28
44	CSc1nc2sc3c(c2c(=O)[nH]1)CCC(C)C3 (stereo not drawn)
 : i | 7% | 2 | i | -5.9 | 12% | 1% | 7
45	CC1CCc2c(sc(NC(=O)c3ccc(N4C(=O)CCC4=O)cc3)c2C(N)=O)C1 (stereo not drawn)
 : i | 4% | 1 | i | 1.4 | -3% | 1% | 18
46	CCN(c1ccccc1)S(=O)(=O)c1ccc(Cl)nc1
 : i | 11% | -5 | i | -7.1 | 2% | -6% | -10
47	CC(C)C(c1nnnn1Cc1ccc(F)cc1)N1CCN(C2CCCCC2)CC1 (stereo not drawn)
 : -52%[inhibitor] | 0% | 2 | i | 0.5 | 14% | -17% | 0
48	CCOc1ccccc1NC(=O)c1cnc(NS(=O)(=O)c2ccccc2)nc1
 : i | 11% | 2 | i | 0.2 | 3% | 0% | -6
49	CC(C)[C@H](NC(=O)c1ccc(C(C)(C)C)cc1)C(=O)Nc1nnc(C2CC2)s1
 : i | -15% | -9 | i | -0.7 | 17% | 0% | -27
50	CCCN(CCC)CCNC(=O)Cn1cc2c(n1)-c1c(oc(C(=O)N3CCCC3)c1C)CC2
 : i | 0% | -6&-8 | i | 1.9 | 2% | x | -7
51	CCOc1ccc(N2CC(O)(c3cccs3)[N+]3=C2CCCC3)cc1 (stereo not drawn)
 : i | 12% | -20 | i | 0.5 | 12% | 0% | -28
52	Nc1n[nH]c(=S)n1/N=C1/C(=O)Nc2ccccc21
 : i | 8% | -6 | i | -3.7 | 17% | -4% | -28
53	CS(=O)(=O)C1=NSC2=NC(=O)/C(=C\c3ccc(OS(=O)(=O)c4ccccc4)cc3)C(=N)N21
 : -27% | 11% | -1 | i | 0.1 | u | -4% | 0
54	c1cncc(-c2nc3c(ccc4ccccc43)[nH]2)c1
 : i | 12% | -4 | i | -0.1 | 4% | -1% | 2
55	O=C1CC2(CCCCC2)CC(=O)N1CCc1ccccc1
 : i | 4% | 6 | i | 1.3 | -13% | x | 1
56	COc1cc(C(c2c(C(=O)O)[nH]c3ccccc23)c2c(C(=O)O)[nH]c3ccccc23)ccc1OCc1ccccc1
 : i | -4% | 1 | i | -4.4 | -26% | 0% | 19
